Cardio protect: cardioprotection against H2O2-induced cell death, primary screen, uHTS, H9c2 cells, ATPLite luminescence | H9c2 cardiomyocytes, H2O2 injury protection, 2 h | protection from H2O2 cell death, % at 20 µM | 360,000 compounds, 0.63% hits | AID 588492, 2011;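 active means compounds giving at least 50% protection of heart cells from peroxide-induced death in the single-dose screen, raw or plate-pattern-corrected value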;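 further: 0% = DMSO wells with peroxide and 100% = DMSO wells without peroxide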
Glyco luc inh: increase of ERlucT glycosylation luciferase signal, primary screen, N-linked glycosylation inhibitor project, D54 ERlucT cells, luminescence, set 2 | D54 ERlucT glycosylation luciferase reporter, 24 h; percent of 100 nM tunicamycin response | reporter increase, % at 12.5 µM | 360,000 compounds, 0.23% hits | AID 588692, 2011;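 active means mean luciferase reporter signal, scaled so untreated is 0 and the glycosylation-blocking control 100, at or above a set limit in every replicate; inconclusive means mean reaches the limit but not every replicate does; inactive means mean below the limit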;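 further: luciferase carries N-glycosylation sites so blocking glycosylation raises the light; 0% = median of neutral control wells and 100% = median of 100 nM tunicamycin wells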
ABCB6 inh 2: ABCB6 transporter inhibitors, primary screen, K562-ABCB6 cells, flow cytometry, MLPCN library | fluorescence ratio to DMSO, % at 10 µM | 360,000 compounds, 0.19% hits | ATP-binding cassette sub-family B member 6 (Homo sapiens), Q9NP58 | K562-ABCB6 porphyrin accumulation, 1 h; hits give low values;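 active means fluorescence ratio to DMSO below 75%, the collection mean minus 3 SD; inconclusive means too few cells collected in the well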;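 further: signal is porphyrin accumulated inside mitochondria; 100% equals median channel fluorescence of DMSO control wells; lower ratio means ABCB6 inhibition with less porphyrin fluorescence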
Exocytosis inh: LAMP-1 surface exposure blockers, TALL-104 cells – cell-based, flow cytometry, MLPCN library, primary screen; inhibition, % at 10 µM; 360,000 compounds, 0.66% hits; TALL-104 LAMP-1 surface exposure; cells stimulated with thapsigargin and PMA; AID 651702, 2012;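 active means inhibition above about 55%, limit read from the data; inconclusive means no clear call, values can overlap the other calls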
MC4R ag barr: MC4R agonists recruiting beta-arrestin, primary screen, cell-based, luminescence, agonist arm of biased-ligand search; Melanocortin receptor 4 (Homo sapiens), P32245; U2OS MC4R beta-arrestin complementation; percent of melanotan II response, DMSO zero; activation, % at 8.9 µM; 360,000 compounds, 0.98% hits;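 active means activation above a per-plate cutoff, the mean activation of sample wells on that plate plus 3 SD, cut at about 8% in these data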
Target sequence (P32245 whole entry, looked up): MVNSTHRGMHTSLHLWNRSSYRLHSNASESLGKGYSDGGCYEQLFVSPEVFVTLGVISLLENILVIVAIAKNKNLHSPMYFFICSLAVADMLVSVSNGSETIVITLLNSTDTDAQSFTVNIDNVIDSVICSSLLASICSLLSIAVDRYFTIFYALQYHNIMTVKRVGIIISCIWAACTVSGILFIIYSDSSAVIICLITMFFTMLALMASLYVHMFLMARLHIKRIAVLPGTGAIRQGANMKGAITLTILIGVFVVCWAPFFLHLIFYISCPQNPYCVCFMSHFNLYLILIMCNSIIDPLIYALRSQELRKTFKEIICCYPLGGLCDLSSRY
CaV13 ICDI inh: Primary screen for inhibitors of IQ motif and Ca2+-dependent inactivation inhibitor domain binding in CACNA1D, Förster resonance energy transfer in living cells, … | HEK cells, CFP/YFP FRET ICDI-IQ, plate reader, 10 min; percent FRET-ratio fall versus neutral wells | inhibition, % at 12.3 µM | 340,000 compounds, 0.098% hits | AID 743397;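 active means mean replicate inhibition of at least 30% and at least 1% of replicates passing that level; inconclusive means only one of the two criteria is met; inactive means neither criterion is met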;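 further: 0% = median of the neutral control wells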
ABHD5-PLIN5 inh: ABHD5-PLIN5 interaction inhibitors, primary screen, cell lysate, split luciferase complementation, luminescence; Split G. princeps luciferase complementation, 4 h; 360,000 compounds, 0.78% hits; Perilipin-5 (Homo sapiens) + 1-acylglycerol-3-phosphate O-acyltransferase ABHD5 (Homo …; inhibition, % at 4 µM;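 active means inhibition above the mean inhibition across every tested compound plus 3 SD, cut at about 22% in these data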;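 further: 0% = DMSO only wells and the 100% control is not disclosed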
PDI turbidity: inhibitors of human PDI, primary screen, biochemical, turbidity, single point, plate reader. Protein disulfide-isomerase (Homo sapiens), P07237. PDI insulin aggregation turbidity, A650, 90 min. inhibition, % at 10 µM. 350,000 compounds, 0.052% hits;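 active means mean inhibition across replicates of 30% or more, whatever share of single replicates reach that level; inconclusive means mean inhibition below 30% while every single replicate reaches 30%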;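 further: absorbance from insulin aggregation driven by PDI reduction with DTT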
Target sequence (P07237 whole entry, looked up): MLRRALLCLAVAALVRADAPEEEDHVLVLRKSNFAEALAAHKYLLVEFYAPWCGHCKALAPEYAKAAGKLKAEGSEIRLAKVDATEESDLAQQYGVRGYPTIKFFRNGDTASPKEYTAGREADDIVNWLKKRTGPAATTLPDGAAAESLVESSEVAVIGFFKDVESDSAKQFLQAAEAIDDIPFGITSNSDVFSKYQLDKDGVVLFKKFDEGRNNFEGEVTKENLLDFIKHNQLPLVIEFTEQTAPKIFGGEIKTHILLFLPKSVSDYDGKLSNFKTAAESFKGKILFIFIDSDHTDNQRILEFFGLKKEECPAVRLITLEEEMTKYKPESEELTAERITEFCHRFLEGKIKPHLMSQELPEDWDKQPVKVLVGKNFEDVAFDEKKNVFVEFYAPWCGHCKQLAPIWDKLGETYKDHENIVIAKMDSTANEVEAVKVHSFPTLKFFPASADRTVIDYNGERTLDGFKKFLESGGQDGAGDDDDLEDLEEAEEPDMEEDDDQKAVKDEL
HTR2A ag: mouse Htr2a agonists via beta-arrestin recruitment, primary screen, cell-based, luminescence; 5-hydroxytryptamine receptor 2A (Mus musculus), P35363; CHO-K1 mHTR2A beta-arrestin complementation; percent of 30 µM serotonin response; activation, % at 7.6 µM; 360,000 compounds, 0.66% hits; AID 624169, 2012;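 active means activation above a run cutoff, the mean activation of all tested compounds plus 3 SD, cut at about 14% in these data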;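 further: 0% = plate median of compound wells and 100% = 30 µM serotonin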
MC4R antagonist: MC4R antagonists of cAMP signaling, primary screen, cell-based, TR-FRET, antagonist arm of biased-ligand search; MC4R-expressing cells, MTII-stimulated cAMP, LANCE TR-FRET; inhibition, % at 6.5 µM; 360,000 compounds, 0.48% hits; AID 540295, 2011;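 active means inhibition above its plate's cutoff, the mean of tested wells on that plate plus 3 SD, cut at about 29% in these data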;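 further: 0% = Melanotan II alone and 100% = Melanotan II plus saturating MCL0020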
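Assay system: U2OS-MC4R stable cell line; Also added: Melanotan II; Technique: Eu-cAMP/anti-cAMP TR-FRET, emission 671 nm; Times: 30-min compound, 1-h challenge, 1-h detection, room temperature.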
* hit, by the source's call; ? = inconclusive; . = not tested or not shown.

SMILES	Cardio protect	Glyco luc inh	ABCB6 inh 2	Exocytosis inh	MC4R ag barr	CaV13 ICDI inh	ABHD5-PLIN5 inh	PDI turbidity	HTR2A ag	MC4R antagonist
Cc1cc(OC2CCCCC2)nc(NCc2ccccc2)n1	4	0	101	-2	-1.0	1	-3	4	2	4
O=C(O)/C=C\C(=O)Nc1ccccc1C(=O)N1CCC(O)(c2ccc(Cl)cc2)CC1	-2	0	97	-33	-0.4	-1	5	-1	-2	-10
COc1ccc(C(C#N)N2CCCCC2)cc1OC (stereo unspecified)	0	-2	101	-5	1.2	-9	1	-2	7	5
Cc1ccc(NCc2nnc(SCC(=O)OC3CCCCC3)o2)c(C)c1	-15	1	98	-2	0.1	-6	-3	-1	-2	8
Cc1ccc(CNC(=O)c2cncc(Br)c2)cc1	2	-6	91	5	-3.4	-3	6	-5	-4	1
O=C(CSc1nc(-c2ccco2)cc(C(F)(F)F)n1)Nc1ccc2c(c1)OCO2	-5	4	100	5	-0.3	.	-9	-8	9	-6
COc1ccc(CC(=O)Nc2cccc(SC)c2)cc1OC	-25	-2	93	-2	-0.7	-21	2	5	3	-8
O=C(NCc1cc(C(F)(F)F)ccc1F)C1CCC(=O)N(C2CC2)C1 (stereo unspecified)	4	1	95	-18	-1.9	-5	-2	-5	-2	-5
Cc1ccc2cc(C(c3nnnn3Cc3ccccc3)N3CCc4ccccc43)c(=O)[nH]c2c1C (stereo unspecified)	2	-1	100	2	-1.7	-5	-12	-4	1	4
CCN(CC)c1nc(-c2ccc(Cl)cc2)cc(C(F)(F)F)c1C#N	-7	-1	107	-3	-0.8	.	8	1	4	7
Cc1cc[n+](C2=C([O-])c3ccccc3C(=O)/C2=N\S(=O)(=O)c2cccs2)cc1C	-6	7	97	-4	-0.9	12	11	-70	4	-11
Cc1cnc(C(=O)Nc2ccc(C)c(S(=O)(=O)N(C)C)c2)cn1	2	0	98	0	-2.0	-5	-5	0	2	-1
O=C(Cn1cc(C(F)(F)F)ccc1=O)Nc1cc(S(=O)(=O)N2CCOCC2)ccc1Cl	5	2	104	-2	-0.9	-3	-3	-13	-1	3
c1ncn(C23CC4CC(CC(C4)C2)C3)n1	3	1	101	16	-0.5	-5	3	4	2	5
Cc1nn(C(C)(C)C)c(NC(=O)c2ccc(Cl)cc2Cl)c1Br	-5	1	111	0	4.7	-2	1	-5	0	21
COc1cccc(Oc2cc(NN3CCCCC3)c([N+](=O)[O-])cc2[N+](=O)[O-])c1OC	1	2	99	-2	-0.7	3	-4	6	-4	11
FC(F)(F)c1cc(-c2ccco2)nc(NCc2ccco2)n1	-5	3	105	0	-0.2	-5	14	-8	-5	1
O=C(CSCCO)Nc1cccc(C(F)(F)F)c1	-2	-1	97	0	3.9	-8	1	-1	-2	8
COc1ccc(/C(C)=N/NC(=O)c2nnn(-c3nonc3N)c2-c2cccs2)cc1OC	3	-4	97	12	-4.3	-2	-6	3	-8	9
Fc1ccc(NCc2nnc(SCc3ccccc3)o2)cc1	1	1	94	-3	-2.7	4	-1	-2	-1	7
CCOCCN(C(=O)COC)c1cccc(OC)c1	7	3	94	-2	-0.7	.	4	-1	8	3
COC(=O)c1sccc1NC(=O)CC1C(=O)NCCN1C(=O)Nc1cc(Cl)ccc1OC (stereo unspecified)	0	6	95	-6	-0.8	-21	-2	6	2	17
O=c1ccc(=O)n(-c2ccccc2)[nH]1	10	0	87	-4	-2.1	-14	1	-51	-2	-6
O=C(O)c1cccc(N/N=C/c2sc(N3CCOCC3)nc2-c2ccccc2)c1	-1	12	98	-6	0.5	-7	9	2	2	-2
CCC1CCCCN1C(=O)COC(=O)c1cccs1 (stereo unspecified)	0	-2	86	8	-4.8	-3	-1	-3	1	0
CCCn1c(=O)c2ccccc2n2c(SCC(=O)Nc3cc(C)on3)nnc12	39	1	97	1	-2.3	-4	-6	4	0	3
COC(=O)/C(=N\Nc1ccc(Cl)cc1)Sc1nnc(-c2ccc(OC)cc2)n1C	2	6	98	1	1.1	-5	2	-6	1	-5
Cc1cc(F)ccc1-c1cc(C(=O)Nc2ccc(F)cc2)[nH]n1	-14	-3	99	1	4.2	-9	2	-9	-6	6
COc1ccc(S(=O)(=O)NC(C)C)cc1C(=O)N1CCOCC1	-2	1	90	12	-1.5	17	-1	13	-1	-1
Cc1ccccc1COn1nnc2ccc(S(=O)(=O)N3CCOCC3)cc21	-1	-1	99	-8	0.8	-6	1	-7	5	7
O=C(O)CCC(=O)Nc1ccc(N2CCCCCC2)cc1	-2	1	111	8	4.4	-2	5	-2	6	1
COc1ccc(CCNC(=O)CN2CCN(S(=O)(=O)c3ccc(Cl)cc3)CC2)cc1OC	-1	0	98	0	0.6	-2	2	14	-1	7
CN(C)C=NCCn1c(N2CCOCC2)nc2c1c(=O)n(C)c(=O)n2C	0	-1	97	0	-0.6	-2	2	-1	-4	2
Cc1noc(C)c1-c1nc(CSc2ccccc2)no1	-5	1	97	-2	-1.9	-4	-3	6	-2	7
Cc1c(CCOC(=O)c2cc([N+](=O)[O-])cc([N+](=O)[O-])c2)sc[n+]1CCCCS(=O)(=O)[O-]	1	1	98	-4	-0.7	5	2	1	2	5
CC(=O)N1CCN(c2ccc(S(=O)(=O)NCCN(C(C)C)C(C)C)cc2[N+](=O)[O-])CC1	2	2	107	-4	-0.7	-15	2	0	4	9
Cc1cccc(-c2n[nH]c(=S)n2/N=C/c2ccco2)c1	2	0	91	7	-0.7	-5	-11	1	-1	-2
COC(=O)[C@@]12CCCN1[C@H](c1ccc(-c3ccc(OC)cc3)c(OC)c1)[C@@H]1C(=O)N(C)C(=O)[C@@H]12	0	-2	97	15	-1.3	-4	10	11	7	4
CC(=O)c1cccc(NC(=O)Nc2c(C)nn(C)c2C)c1	0	0	91	-2	-1.5	-4	1	4	11	4
Cn1cc(C(=O)Nc2ccccn2)c(=O)c2ccccc21	8	5	94	1	-0.2	-5	5	14	2	2
Cc1ccc(Nc2nc(C)cs2)cc1	-5	-4	104	?	-3.6	-1	-8	5	-3	0
O=C(O)CNC(=S)N(Cc1ccccc1Cl)C1CCCCC1	-4	2	102	20	-4.3	-3	1	2	-6	13
O=C(CCCn1c(SCC(=O)Nc2ccccc2C(F)(F)F)nc2ccccc2c1=O)NCC1CCCO1 (stereo unspecified)	6	-2	99	4	0.8	-15	-4	-6	5	-2
COc1cc(CCC(=O)OCC(=O)Nc2ncc(Cl)cc2Cl)cc(OC)c1OC	2	1	98	-5	0.0	-3	0	10	4	10
O=C(Nc1ccc(S(=O)(=O)N2CCOCC2)cc1)c1ccc(Cl)cc1Cl	-5	0	104	3	-1.1	0	3	-17	-9	7
CC(C)Nc1ccc(C(CC(N)=O)NC(=O)c2ccc(Br)cc2)cc1[N+](=O)[O-] (stereo unspecified)	0	49*	105	4	0.2	-9	4	-1	-7	10
O=C(O)C1CCCCC1C(=O)N1CC=C(c2ccccc2)CC1 (stereo unspecified)	-10	-2	105	1	-1.9	-5	-1	4	1	-8
Cc1ccc2[nH]c(=O)c(CN(Cc3ccco3)C(=O)CN3CCCC(C)C3)cc2c1 (stereo unspecified)	0	-3	99	-1	-1.7	-4	6	3	0	0
CCCC1(c2ccsc2)NC(=O)NC1=O (stereo unspecified)	3	2	89	0	1.6	-2	6	14	4	6
C=C1C(=O)O[C@H]2C1CC[C@@](C)(O)C13C=CC(C)(C21)C1(C3)C(=O)O[C@@H]2C3C(C)=CCC3[C@](C)(O)C[C@H](OC(C)=O)C21 (stereo partly specified)	12	5	99	-4	0.8	3	4	5	-4	9
O=C(C=Cc1ccccc1)c1cccs1	-2	17	95	-5	-0.8	-9	59*	-10	0	1
COc1ccc2c(c1)c(-c1csc(N)n1)c(C)n2C	9	3	104	-9	-1.6	-2	-1	2	0	0
NS(=O)(=O)c1ccc(NC(=O)CSC2=NC(=O)C(c3ccccc3)C(=O)N2)cc1 (stereo unspecified)	2	2	97	-5	-0.2	-5	-5	5	-6	-5
Cc1ccc(CN(N=Nc2nonc2N)c2nonc2N)c(C)c1	-22	-2	101	0	3.0	-6	0	7	7	2
O=C(C1CCCCC1)N1CCN(c2ccccc2F)CC1	3	0	93	-3	-0.7	-5	0	-12	-2	4
Cc1cccc(-n2c(SCC(=O)N3CCN(c4ccccn4)CC3)nnc2N2CCOCC2)c1	5	2	101	-2	-0.9	-6	5	9	4	7
Cc1cc(CN(C)C(=O)CC2C(=O)NCCN2CC(c2ccccc2)c2ccccc2)on1 (stereo unspecified)	-4	-2	98	0	3.1	-3	1	6	3	14
Cc1cc(/C=N/NC(=O)c2cc3ccccc3o2)c(C)n1C	41	4	98	0	1.4	-3	3	4	-1	-4
C=CCOc1ccc(/C=C/C(=O)Nc2ccc(C(=O)NC)cc2)cc1	7	-1	101	8	3.5	-5	3	-3	-2	-1
Cn1cc(CN2CCCCC2c2ccccn2)c(-c2ccc3c(c2)OCCO3)n1 (stereo unspecified)	12	1	99	-5	-0.7	0	0	8	3	0

The list goes on:
SMILES	Cardio protect	Glyco luc inh	ABCB6 inh 2	Exocytosis inh	MC4R ag barr	CaV13 ICDI inh	ABHD5-PLIN5 inh	PDI turbidity	HTR2A ag	MC4R antagonist
CCOC(=O)C1CCN(c2c(NCc3ccc(C(=O)Nc4ccc(C)cc4)cc3)c(=O)c2=O)CC1	0	-1	94	-1	-1.4	3	3	-5	-1	-2
CCOCc1nnc(NC(=O)CSc2ccccc2)s1	14	1	103	-5	-2.1	-5	-6	10	2	6
O=C1C=C(Nc2cccc(O)c2)CC(c2ccco2)C1 (stereo unspecified)	7	3	101	4	-1.1	-6	-1	13	-4	4
O=C(Nc1ccccc1)/C(=C/c1ccc([N+](=O)[O-])cc1)NC(=O)c1ccco1	1	1	97	1	2.3	-4	-5	13	2	7
O=C1CC(c2ccc(Cl)cc2)CC(O)=C1C=NCc1ccc(Cl)c(Cl)c1 (stereo unspecified)	-12	1	97	6	-2.2	-4	-2	-10	-2	-3

Screens (PubChem BioAssay)
